LYPLA2 inh – counter-screen for PME1 inhibitors: inhibitors of human LYPLA2 | recombinant LYPLA2, FP-Rh probe fluorescence polarization | inhibition, % at 5.9 µM | hit rate 0.38% among 320,000 | AID 2177;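 active = inhibition above the screen-wide mean plus 3 SD, limit set per campaign, cut at about 26% in these data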;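 also: 0% = LYPLA2 with DMSO and 100% = wells lacking LYPLA2 enzyme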
Target sequence (O95372 whole entry, looked up): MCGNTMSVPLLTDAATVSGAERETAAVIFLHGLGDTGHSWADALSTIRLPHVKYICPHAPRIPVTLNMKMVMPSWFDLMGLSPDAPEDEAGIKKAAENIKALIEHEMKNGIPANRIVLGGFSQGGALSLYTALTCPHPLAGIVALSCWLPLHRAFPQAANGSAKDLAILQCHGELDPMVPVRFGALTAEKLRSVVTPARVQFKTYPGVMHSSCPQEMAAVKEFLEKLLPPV
PAFAH2 inh – inhibitors of human PAFAH2 | hit rate 0.99% among 340,000 | Q99487 | recombinant PAFAH2, FP-rhodamine activity probe, fluorescence polarization | AID 492956 | inhibition, % at 3.39 µM;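 active = inhibition above the mean over all tested compounds plus 3 SD, cut at about 30% in these data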;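 also: inhibitors block probe labeling of enzyme so polarization drops; 0% = enzyme with DMSO and 100% = wells lacking PAFAH2 protein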
PAFAH1B2 inh – inhibitors of human PAFAH1B2 | P68402 | recombinant PAFAH1B2, FP-rhodamine activity probe, fluorescence polarization | inhibition, % at 3.39 µM | hit rate 1.2% among 340,000 | AID 492953;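 active = inhibition above the mean of all tested compounds plus 3 SD, cut at about 24% in these data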;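 also: 0% = enzyme with DMSO and 100% = wells lacking PAFAH1B2; many of its hits are not listed in these tables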
PAFAH1B3 FP inh – PAFAH1B3 (human) inhibition | recombinant PAFAH1B3, FP-rhodamine probe, fluorescence polarization | inhibition, % at 3.39 µM | hit rate 0.28% among 340,000;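 active = inhibition above the screen-wide average of all tested compounds plus 3 SD, cut at about 25% in these data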;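 also: 0% = enzyme with DMSO only and 100% = wells lacking PAFAH1B3 protein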
LYPLA1 inh – counter-screen for PME1 inhibitors: inhibitors of human LYPLA1 | O75608 | recombinant LYPLA1, FP-Rh probe fluorescence polarization | inhibition, % at 5.9 µM | hit rate 0.16% among 320,000;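 active = inhibition above the mean of all tested compounds plus 3 SD, set per campaign, cut at about 14% in these data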;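 also: inhibitors block serine hydrolase probe labeling of LYPLA1 so polarization falls; 0% = enzyme with DMSO and 100% = wells lacking LYPLA1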
PREPL inhibitor – inhibitors of human prolyl oligopeptidase-like enzyme PREPL | recombinant PREPL, fluorescence polarization activity-based probe | inhibition, % at 5.96 µM | hit rate 0.68% among 320,000 | AID 2751; in the data active = inhibition above about 43%;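 also: 0% = enzyme with DMSO and 100% = wells lacking enzyme; many of its hits are not listed in these tables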
Target sequence (Q4J6C6 whole entry, looked up): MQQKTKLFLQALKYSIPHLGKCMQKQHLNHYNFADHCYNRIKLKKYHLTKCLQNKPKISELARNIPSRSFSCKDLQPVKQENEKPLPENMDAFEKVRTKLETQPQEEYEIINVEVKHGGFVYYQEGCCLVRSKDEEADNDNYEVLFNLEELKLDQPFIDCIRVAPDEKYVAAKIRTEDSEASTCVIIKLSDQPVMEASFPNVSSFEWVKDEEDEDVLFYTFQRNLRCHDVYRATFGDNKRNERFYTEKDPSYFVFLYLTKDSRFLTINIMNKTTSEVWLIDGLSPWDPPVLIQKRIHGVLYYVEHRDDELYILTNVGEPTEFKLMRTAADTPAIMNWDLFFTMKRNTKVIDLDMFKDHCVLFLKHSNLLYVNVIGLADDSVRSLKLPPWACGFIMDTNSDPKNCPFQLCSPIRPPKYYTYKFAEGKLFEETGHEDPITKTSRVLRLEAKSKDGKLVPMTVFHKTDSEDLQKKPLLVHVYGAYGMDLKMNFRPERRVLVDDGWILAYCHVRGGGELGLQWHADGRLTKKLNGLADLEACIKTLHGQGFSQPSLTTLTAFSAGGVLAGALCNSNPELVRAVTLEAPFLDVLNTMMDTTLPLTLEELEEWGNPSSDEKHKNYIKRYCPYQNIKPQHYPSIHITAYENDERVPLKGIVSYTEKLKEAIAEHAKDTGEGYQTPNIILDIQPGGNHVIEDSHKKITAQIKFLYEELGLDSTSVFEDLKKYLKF
EBNA-1 inhibitor – blocks EBNA-1 binding to DNA | EBNA-1 DNA binding, fluorescence polarization | inhibition, % at 14.8 µM | hit rate 0.34% among 300,000; in the data active = inhibition above about 28%
ZTA counter – ZTA (EBV) inhibition in EBNA-1 counter-screen. inhibition, % at 11 µM. hit rate 0.15% among 320,000. ZTA-DNA binding, fluorescence polarization. P03206; in the data active = inhibition above about 33%
pPAFAH FP inh – pPAFAH (human) enzyme inhibition; recombinant pPAFAH, FP-rhodamine probe fluorescence polarization; inhibition, % at 3.39 µM; hit rate 1.5% among 330,000; AID 463082;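 active = inhibition above the mean inhibition across the screen plus 3 SD, cut at about 25% in these data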;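 also: inhibitors block binding of the rhodamine activity-based probe so polarization drops; 0% = enzyme with DMSO and 100% = wells lacking pPAFAH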
The depositor's hits bear a star; . = not tested or not shown. Some of the compounds tested; the hit share may differ from the screen's.

SMILES | LYPLA2 inh | PAFAH2 inh | PAFAH1B2 inh | PAFAH1B3 FP inh | LYPLA1 inh | PREPL inhibitor | EBNA-1 inhibitor | ZTA counter | pPAFAH FP inh
COc1ccc(NC2=C3CC(C)CC=C3N(c3ccc(OC)cc3)C2=O)cc1 (configuration not stated) | 7 | 11 | 2 | 4 | 3 | 4 | -2 | -17 | 7
OC1CN=C2CCCc3c2n(c2ccc(Cl)cc32)C1 (configuration not stated) | -2 | -3 | 3 | 1 | -1 | 32 | -7 | -16 | 6
CCCN(CCC)S(=O)(=O)c1ccc(NS(=O)(=O)c2ccc(F)cc2)cc1 | 4 | -1 | 10 | 7 | -3 | -9 | 7 | 11 | 7
Cc1nc2c(sc3nc4c(cc32)COC(C)(C)C4)c(=O)n1Cc1ccccc1 | 1 | -1 | 0 | -2 | 0 | 2 | -7 | 1 | 2
COc1ccc(C2CC(C)(c3ccc(OC)cc3)Nc3ccccc3N2)cc1 (configuration not stated) | -7 | -1 | 3 | -3 | -2 | 45* | 0 | -1 | 5
CC(NC(=O)COC(=O)CN1C(=O)C2CCCCC2C1=O)c1ccccc1 (configuration not stated) | . | 7 | 8 | 9 | . | 1 | . | . | 3
CNc1ccc(/C=C/C(=O)c2ccc3c(c2)OCCO3)cc1[N+](=O)[O-] | 1 | 5 | 2 | 9 | -4 | 5 | -9 | 3 | 0
CCC(COC)NCc1cn(-c2ccc(F)cc2F)nc1-c1ccccc1C (configuration not stated) | 1 | 3 | 0 | 0 | 1 | -65 | 6 | -3 | 0
COc1ccc(-c2nc3ccccc3nc2-c2ccc(OC)cc2)cc1 | -3 | 3 | 3 | 9 | -5 | -6 | -3 | -3 | 3
COc1ccc(-n2ncc3c(SCC(=O)NNC(C)=O)ncnc32)cc1 | -5 | -12 | 2 | 8 | -3 | 2 | -8 | 0 | 3
CC(Sc1nnc(Cc2ccccc2)o1)C(=O)NC1(C#N)CCCCC1 (configuration not stated) | . | 2 | 3 | 9 | . | 6 | . | . | 3
COc1ccccc1CN1CCC(CNS(=O)(=O)c2cc(-c3cc(C)no3)ccc2C)CC1 | -4 | -3 | 6 | 9 | 1 | -21 | -3 | 6 | 4
C=CCOc1ccc(CNc2ccc(NC(=O)CCC)cc2)cc1OCC | 4 | -6 | -1 | 6 | 2 | 7 | 12 | -2 | 8
O=C(NC1CCCCC1)n1c(=O)oc2ccccc21 | 2 | 1 | 6 | 7 | 0 | -2 | 2 | -14 | -2
CC1=Nn2c(nc(-c3ccccc3)c2-c2ccccc2)NC(=O)C1Br (configuration not stated) | -4 | 0 | 6 | 0 | 5 | 0 | -6 | -5 | 4
CCOC(=O)c1c(C)[nH]c(O)c1C=Nc1ccc(Cl)cc1 | 1 | -5 | 4 | -2 | 4 | 41 | 22 | 11 | 9
CCCCOc1ccccc1NC(=O)CSc1nnnn1C(C)(C)C | 3 | 3 | 6 | 2 | -1 | -2 | 8 | 13 | 8
CCOc1ccc(NC(=O)Cn2nc(C(N)=O)c3ccccc3c2=O)cc1S(=O)(=O)N1CCCC1 | 9 | -4 | 1 | -2 | 0 | 4 | . | -7 | -2
COCCN1CCN(C(=O)c2cc(COc3ccc(Cl)cc3OC)on2)CC1 | -7 | 0 | 8 | 3 | -7 | 3 | -13 | -4 | -4
CN(Cc1ccccc1)c1nc2c(c(=O)[nH]c(=O)n2C)n1C | -1 | 2 | 4 | 10 | 1 | 11 | -11 | 17 | 2
CCN(CC)C(=O)c1cc(S(=O)(=O)N2CCCCC2)c[nH]1 | -2 | -8 | -2 | 9 | -2 | 2 | -6 | 6 | -3
Cn1c(-[n+]2c(-c3ccccc3)cc(-c3ccccc3)cc2-c2ccccc2)nc2c([N+](=O)[O-])cccc21 | -2 | 0 | -5 | -9 | 0 | 2 | 4 | -4 | -2
Cc1cccc(N2CCN(C(=O)c3cc(=O)[nH]c4ccccc34)CC2)c1C | 6 | 1 | 3 | 11 | 2 | 2 | 6 | 17 | 2
COC(=O)[C@]1(C)N[C@H](CN(C)C(=O)c2ccc(C(C)(C)C)cc2)[C@@H]2C(=O)N(C)C(=O)[C@@H]21 | . | 1 | 8 | 2 | . | 7 | . | . | 6
CC(=O)c1ccc(Nc2c([N+](=O)[O-])ccc3nonc23)cc1 | 1 | -8 | 0 | 6 | 2 | -4 | -3 | -7 | -1
COc1ccc(S(=O)(=O)N2CCOCC2)cc1NC(=O)c1ccccc1-c1ccc(C(F)(F)F)cc1 | -1 | -7 | 0 | 9 | 4 | 0 | 32* | -1 | 6
COc1ccc(Cl)cc1N1C(=O)C2CCCN2C1c1ccccc1F (configuration not stated) | 0 | -1 | 3 | -3 | -1 | 0 | 16 | 4 | 3
COc1ccc(C(CNC(=O)c2oc3ccc(Br)cc3c2C)N2CCCCC2)cc1 (configuration not stated) | -7 | 2 | 0 | 1 | -8 | 14 | -7 | 5 | -2
O=C(O)CSC1CC(=O)N(c2ccc(Cl)cc2)C1=O (configuration not stated) | -1 | -4 | 3 | -2 | 0 | -1 | 4 | -6 | 1
N#C/C(=C\C=C\c1ccccc1)c1nc(-c2ccc3c(c2)OCO3)cs1 | 4 | -13 | -3 | -11 | 0 | 5 | -2 | 8 | 2
Cc1cc(/C=C2/NC(=O)NC2=O)c(C)n1-c1ccc(C#N)cc1 | -4 | 5 | -2 | -4 | -1 | 4 | -7 | -3 | 0
CN(C)/C=C1\C(=O)N(c2ccc(Cl)c(Cl)c2)CS1(=O)=O | 10 | 3 | -8 | 2 | 2 | 14 | 13 | -5 | 1
COc1ccc(CCNC(=O)/C=C/c2ccc(C)cc2)cc1OC | 1 | 2 | 2 | -5 | -6 | -9 | 2 | -3 | 0
CC(=O)Nc1cc2nc(C)n(Cc3ccccc3[N+](=O)[O-])c2nc1C | -1 | 1 | -3 | -6 | -2 | -5 | 1 | -8 | 5
N#CCn1c(CN2CCCC2)nc2ccccc2c1=O | -1 | -19 | -3 | 4 | 0 | -4 | -2 | -4 | 4
CC(=O)c1ccc(NC(=O)CSc2nnc3ccc(-c4ccccn4)nn23)cc1 | 4 | -2 | 2 | 2 | 0 | 17 | -1 | -13 | 1
COc1ccc(CCNCCN2CCOCC2)cc1 | 6 | -8 | 0 | 2 | 3 | 6 | -2 | -19 | 4
C=CCn1c(=O)c2ccccc2n2c(SCc3nc(N)nc(Nc4ccccc4C)n3)nnc12 | -3 | 0 | 4 | 2 | 0 | 11 | -10 | 9 | -3
O=C(CCNS(=O)(=O)c1ccccc1F)N1CCN(S(=O)(=O)c2cccc(F)c2)CC1 | 0 | 12 | 8 | 7 | 2 | 20 | -5 | -11 | -3
O=C(Nc1ccc(Br)cn1)c1ccc2nccnc2c1 | 2 | 3 | -3 | 1 | 3 | 10 | -3 | -10 | 5
COc1ccc(N2CCN(C(=O)c3ccc(Br)o3)CC2)cc1 | 3 | -2 | 4 | 6 | -1 | 8 | 15 | -14 | 5
O=S(=O)(Nc1ccc(Cl)cc1)c1cccc2cccnc12 | -1 | -3 | 16 | 7 | 2 | -11 | -15 | -9 | 16
CCC(=O)NCCNc1nc2cc(C)cc(C)c2cc1C#N | -1 | 2 | 3 | 3 | 2 | 17 | -2 | -6 | 2
Cc1noc(C)c1C(=O)OC(C)C(=O)NC(C)c1ccc(Cl)cc1Cl (configuration not stated) | . | 9 | 17 | -1 | . | 19 | . | . | -3
COc1ccc(C(=O)CCC(=O)N2CCN(c3cc(C)ccc3C)CC2)cc1 | -2 | 8 | 2 | 8 | -3 | 12 | -4 | -15 | 3
NC(=O)C1CCN(C(=O)c2ccco2)CC1 | 1 | 2 | 1 | 3 | 3 | -2 | -5 | 0 | 1
Cc1ccc(C(=O)OCC(=O)NC2CC2)cc1S(=O)(=O)N1CCOCC1 | 6 | 51* | -5 | 4 | 1 | 5 | . | 2 | 12
Clc1ccc(CSc2ncccn2)cc1 | 6 | -7 | 12 | 6 | 2 | -10 | -8 | -9 | 2
C=CCn1c(C)nnc1SCC(=O)Nc1oc(C)c2c(C)n[nH]c(=O)c12 | -3 | -6 | -1 | -11 | -2 | 8 | -4 | -1 | -2
COc1cccc(Oc2cncnc2-c2ccc(OC)cc2O)c1 | 1 | 4 | -1 | 5 | -3 | 7 | 8 | -6 | 5
CN1C(=O)NC(c2ccccc2)C2=C1CN(Cc1ccccc1)C2=O (configuration not stated) | 0 | . | . | . | 1 | 4 | -10 | -16 | -5
CS(=O)(=O)N(CC(=O)N1CCOCC1)c1cc(C(F)(F)F)ccc1Cl | -2 | 3 | 1 | 6 | 0 | 1 | 5 | 6 | 4
O=C(CCNC(=O)c1ccccc1Cl)NNC(=O)c1ccccc1O | 9 | 5 | 8 | 6 | 5 | 18 | -7 | -19 | 1
CC12CC(NC(=O)N1c1ccc(C(=O)N3CCN(c4ccc(F)cc4)CC3)cc1)c1ccccc1O2 (configuration not stated) | 9 | -1 | 5 | 5 | 0 | 13 | 1 | -1 | 13
Nc1nc(Sc2c([N+](=O)[O-])cc(C(F)(F)F)cc2[N+](=O)[O-])n[nH]1 | -1 | -2 | -3 | -3 | -3 | -4 | -4 | -5 | 10
NC(=O)CC(NC(=O)Cc1cccc2ccccc12)c1ccc(N2CCC(Br)CC2)c([N+](=O)[O-])c1 (configuration not stated) | -1 | 1 | 4 | 5 | -1 | -4 | -11 | -7 | 1
NC(=O)C1CCN(C(=S)c2cccs2)CC1 | -2 | -1 | 3 | 1 | -3 | 0 | 4 | 22 | 1
CCc1cc(C(=O)NNC(=O)CCl)sc1C | 1 | 9 | 6 | 8 | 1 | -4 | -2 | -8 | 1
CC1=NN(c2nc3ccccc3[nH]2)C(=O)/C1=C/N(C)C | 1 | 1 | 2 | 1 | 0 | 20 | -11 | 0 | 1
S=c1[nH]nc(-c2cc(-c3ccccc3)n[nH]2)n1/N=C/c1c2ccccc2cc2ccccc12 | -13 | 20 | 4 | 17 | -10 | 12 | -3 | 5 | 6

Individual results from the results shown.
C=CCn1c(C)nnc1SCC(=O)Nc1oc(C)c2c(C)n[nH]c(=O)c12 | PREPL inhibitor = 8
Cc1ccc(C(=O)OCC(=O)NC2CC2)cc1S(=O)(=O)N1CCOCC1 | LYPLA1 inh = 1
O=C(CCNC(=O)c1ccccc1Cl)NNC(=O)c1ccccc1O | PAFAH2 inh = 5

Further compounds.
SMILES | LYPLA2 inh | PAFAH2 inh | PAFAH1B2 inh | PAFAH1B3 FP inh | LYPLA1 inh | PREPL inhibitor | EBNA-1 inhibitor | ZTA counter | pPAFAH FP inh
CCN(C[C@H]1N[C@@](Cc2ccccc2)(C(=O)OC)[C@H]2C(=O)N(C)C(=O)[C@@H]12)C(C)=O | . | 7 | 2 | 12 | . | 20 | . | . | 1
CCN(CC)S(=O)(=O)c1ccc(N2CCCC2)c(NC(=O)c2c(-c3ccccc3)noc2C)c1 | -4 | -7 | 6 | -7 | -1 | 9 | -7 | 8 | 4
Cc1ccc(S(=O)(=O)Nc2ccccc2F)cc1C(=O)NNC(=O)c1csc(N2CCOCC2)n1 | -3 | 5 | 6 | -1 | -3 | -4 | 0 | 7 | 3
CCCCNC(=O)Cn1cnc([N+](=O)[O-])n1 | -7 | -5 | 1 | 8 | -2 | 4 | 3 | 0 | 3
CCC(C)NC(=O)C1CCC(CNS(=O)(=O)c2ccc3c(c2)CC(C)N3C(=O)C2CC2)CC1 (configuration not stated) | 2 | 5 | 1 | -1 | -2 | 0 | -1 | 14 | 0
COc1cccc(CCNC(=O)CCc2nnc(Cc3cc(OC)ccc3OC)o2)c1 | -1 | 13 | 0 | 1 | -5 | 4 | -5 | -6 | 2

With a hit mark in EBNA-1 inhibitor, of those listed so far:
| structure | PAFAH2 inh | PAFAH1B2 inh | PAFAH1B3 FP inh | PREPL inhibitor | EBNA-1 inhibitor | pPAFAH FP inh |
| --- | --- | --- | --- | --- | --- | --- |
| COc1ccc(S(=O)(=O)N2CCOCC2)cc1NC(=O)c1ccccc1-c1ccc(C(F)(F)F)cc1 | -7 | 0 | 9 | 0 | 32* | 6 |
